Screens from PubChem.
NS5 inhibitors: Dengue-2 NS5 methyltransferase inhibitors, primary screen, biochemical, confirmation dose response (AID 588689); Dengue-2 NS5 methyltransferase capping enzyme assay, biochemical; higher % means a stronger effect; 340,000 tested, 0.3% active; inhibition, % at 25 µM, or IC50 in µM where a hit was titrated; in the data active = a potency from the dose series; inconclusive = inhibition above about 29% without an active follow-up result
Autophagy HCS: modulators of autophagy; MEF GFP-LC3 puncta imaging; test concentration mostly 10 µM; calls only at 10 µM (by protocol); 190,000 tested, 0.98% active;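 active = percentage of spot-positive cells more than 3 SD above its plate mean, without a fluorescence outlier flag or 80% toxicity; inconclusive = no clear call, values can overlap the other calls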;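 also: spot-positive cell cutoff set from DMSO-treated cells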
GPR35 arrestin U2OS: inhibition of zaprinast-stimulated GPR35 beta-arrestin translocation – imaging, U2OS, beta-arrestin-GFP, zaprinast agonist, primary screen (AID 2058); U2OS GPR35 beta-arrestin-GFP translocation imaging, zaprinast antagonism; higher % means a stronger effect; 290,000 tested, 0.052% active; inhibition, % at 10 µM; hits with a dose series show IC50 in µM;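 active = inhibition of at least 50% with at least 30 cells and total cytoplasm GFP at most 10,000,000; inconclusive = under 30 cells or total GFP of 10,000,000 plus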
AID2073: inhibitors of Mint1-CaV2.2 protein interaction, biochemical, HTRF (AID 2073) | inhibition, % at 20 µM, or IC50 in µM where a hit was titrated | HTRF protein-protein interaction, Mint1-CaV2.2; higher % means a stronger effect | 290,000 tested, 0.19% active; in the data active = inhibition mostly above about 51%, no sharp cut-off; inconclusive = no clear call, values can overlap the other calls; inactive = mostly below about 53%; also: some results filed as inactive read as strong as hits
LYP phosphatase: inhibitors of LYP phosphatase, biochemical, fluorescence intensity, uHTS (AID 1779); recombinant LYP phosphatase, fluorescence intensity; higher % means a stronger effect; inhibition, % at 11.5 µM; hits with a dose series show IC50 in µM; 290,000 tested, 0.054% active; in the data active = inhibition above about 50%;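 also: plate controls were vehicle with enzyme for no effect and no enzyme for full effect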
RSV CPE inhibition: inhibition of RSV-induced cytopathic effect – HEp-2 cells, primary 10 µM value included (AID 2391); 310,000 tested, 0.13% active; CPE inhibition, % at 10 µM; hits with a dose series show IC50 in µM; HEp-2 cells, RSV-induced CPE inhibition; higher % means a stronger effect; in the data active = a potency from the dose series; inconclusive = CPE inhibition mostly from about 23% at the one dose, without a potency; inactive = the rest, 99 in 100 with CPE inhibition below about 21%; also: strong numbers were not always called active
WT yeast gro inh: growth inhibition of WT yeast, mitochondrial fusion screen | mitochondrial fusion phenotypic screen, WT strain | inhibition, % at 10 µM | 190,000 tested, 2.1% active | AID 1362; in the data active = inhibition above about 58%; tested in S. cerevisiae
NTR1 agonist: agonists of NTR1, primary screen, imaging, U2OS cells, beta-arrestin-GFP, high content (AID 493036). 330,000 tested, 0.17% active. P30989. NTR1-U2OS beta-arrestin-GFP spot imaging, agonist mode. activation, % at 20 µM;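 active = activation at or above 40% of the spot to cytoplasm intensity ratio, with at least 20 cells analyzed; inconclusive = wells under 20 cells, flagged as cytotoxic or low count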;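 also: 0% = DMSO without peptide and 100% = 100 nM NTR1 peptide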
Target sequence (P30989 whole entry, looked up): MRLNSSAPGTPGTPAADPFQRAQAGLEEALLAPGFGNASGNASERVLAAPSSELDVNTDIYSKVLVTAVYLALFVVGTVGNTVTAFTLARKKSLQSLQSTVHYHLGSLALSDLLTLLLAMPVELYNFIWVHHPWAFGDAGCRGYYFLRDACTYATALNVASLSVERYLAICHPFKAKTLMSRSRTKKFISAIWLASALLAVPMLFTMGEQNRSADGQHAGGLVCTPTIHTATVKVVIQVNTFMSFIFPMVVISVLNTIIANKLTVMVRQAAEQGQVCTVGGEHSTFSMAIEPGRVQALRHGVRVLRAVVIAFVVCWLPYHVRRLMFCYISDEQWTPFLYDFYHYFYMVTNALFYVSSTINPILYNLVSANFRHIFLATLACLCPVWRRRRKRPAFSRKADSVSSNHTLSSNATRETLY
K1F lysis inhibition: protection from phage-mediated lysis, alamar blue read-out – E. coli UTI89, K1F phage, bacterial capsule biogenesis inhibitors (AID 488966); one-dose inhibition, % at 100 µM; IC50 in µM for titrated hits; 340,000 tested, 0.02% active; E. coli UTI89 K1F phage lysis, alamar blue, 2 h; higher % means a stronger effect;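 active = phage lysis inhibition, versus mean bacterial control, above a set limit; inconclusive = no clear call, values can overlap the other calls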;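 also: capsule biogenesis inhibitors block K1F phage lysis so surviving cells raise fluorescence; higher fluorescence means more inhibition of phage lysis; actives were called in the ten point dose series up to 300 µM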
WT yeast gro inh mutant strain: recorded beside WT yeast gro inh, whose call it bears; inhibition, %; mitochondrial fusion phenotypic screen, mutant strain inhibition
Autophagy HCS cell loss 18 h: second read-out of Autophagy HCS, no call of its own (marks repeat the call); toxicity, %; measured here: cell loss, nuclei count;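 cell loss after 18 h compound exposure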
NTR1 agonist cell count 20 µM: also measured in NTR1 agonist; calls as there; cell count; measured here: cell count, cytotoxicity flag
NS5 inhibitors pilot replicate: also measured in NS5 inhibitors; calls as there; inhibition, %; measured here: pilot screen replicate inhibition
Starred values were filed as active, the others as inactive; i = inactive; ? = inconclusive; / = not tested or not shown; [ ] = dose if it differs, or a comment. Only part of the results is shown (hit frequency here may not be typical).

SMILES | NS5 inhibitors | Autophagy HCS | Autophagy HCS cell loss 18 h | GPR35 arrestin U2OS | AID2073 | LYP phosphatase | RSV CPE inhibition | WT yeast gro inh | WT yeast gro inh mutant strain | NTR1 agonist | NTR1 agonist cell count 20 µM | K1F lysis inhibition | others
Cc1cccc(NC(=O)CSc2nnc([C@@H](N)Cc3c[nH]c4ccccc34)o2)c1C | -8.2% | i | -4.5 | 3.6% | -2.7% | -7.4% | -0.5% | -14.7 | 0.9 | 2.4 | 86 | 0.3% | NS5 inhibitors pilot replicate=4.5
CN(C)C1C(=O)C(C(N)=O)=C(O)C2(O)C(=O)C3=C(O)c4c(O)cccc4C(C)(O)C3C(O)C12 (stereo not given) | 0.7% | / | / | -3.9% | -5.1% | 6.2% | -0.4% | / | / | 0.2 | 54 | -7.5%
NCC1(CC(=O)O)CCCCC1 | / | i | 0.2 | -3.0% | 37.8% | -4.9% | 3.1% | -6.3 | -23.7 | -1.2 | 48 | /
O=C(CNS(=O)(=O)c1ccc(Br)s1)N1CCC2(CC1)OCCO2 | -4.2% | i | -9.3 | -5.2% | 2.8% | 1.2% | 1.2% | 11.4 | 5.3 | 1.0 | 75 | 3.9%
CCC(=NCc1cc(OC)cc(OC)c1)c1c(O)n(C)c(=O)n(C)c1=O | -6.2% | i | 16.7 | -14.7% | -3.2% | -4.0% | -2.3% | -4.6 | -4.0 | 4.7 | 64 | -0.5%
O=c1c2ccccc2nc(-c2ccc([N+](=O)[O-])cc2)n1-c1ccccc1 | -5.3% | i | 17.4 | 5.0% | 4.4% | -2.1% | 0.1% | 4.8 | 14.3 | -1.5 | 71 | 2.2%[50 µM]
O=C(N/N=C/c1c(O)n(Cc2ccccc2)c(=O)[nH]c1=O)c1ccccc1O | -13.1% | i | 21.6 | -18.4% | 4.9% | 0.1% | 8.8% | 12.7 | 26.0 | 3.7 | 39 | 4.4%
Cc1cc(OCC(=O)N2CCC(C(=O)O)CC2)c2c3c(c(=O)oc2c1)CCC3 | -2.9% | / | / | -4.7% | 15.6% | -12.6% | 1.6% | / | / | -0.9 | 83 | 2.7%
C=CCOC(=O)C1=C(C)OC(N)=C(C(=O)OCC)C12C(=O)N(CC(N)=O)c1ccccc12 (stereo not given) | -10.9% | i | 4.9 | -1.3% | 15.9% | -3.3% | -1.8% | -5.0 | -57.9 | -0.5 | 70 | 0.0%
Cc1ccc(Cn2c(C)c3cnn(CC(=O)N4CCC5(CC4)OCCO5)c(=O)c3c2C)cc1 | 1.1% | i | -11.5 | -4.9% | 0.5% | -3.6% | 0.6% | -9.3 | -12.0 | 1.2 | 32 | -0.1%
Oc1c(Br)cc(Br)cc1Br | -6.5% | / | / | / | / | / | 1.3% | / | / | 0.0 | 69 | -2.0%
O=C1CC(=O)N(c2ccc3c(c2)OCO3)C(=O)N1 | -4.8% | i | -7.7 | -5.0% | 2.2% | 0.9% | 3.5% | -14.6 | -39.9 | 2.1 | 64 | 0.0%
CCn1c(O)c(C(=O)CC2NCCc3ccccc32)c(=O)n(CC)c1=S (stereo not given) | -68.4% | i | 3.8 | 2.2% | 11.4% | -4.5% | 1.1% | 5.5 | 11.8 | 2.3 | 64 | -2.9%
Cc1cc(Cl)ccc1C(=O)C1CCCN(Cc2ccon2)C1 (stereo not given) | 4.6% | i | -19.1 | 2.3% | -1.8% | -3.9% | 0.9% | 8.1 | 1.6 | 2.3 | 39 | 0.2%
CC(=NCc1ccco1)c1c(O)n(Cc2ccccc2)c(=O)[nH]c1=O | -19.1% | i | 10.2 | 12.5% | -16.1% | -1.3% | 7.0% | -11.9 | 13.4 | -4.0 | 86 | -0.3%
CCn1ccnc1CN1CCCC(C(=O)c2ccc(SC)cc2)C1 (stereo not given) | -6.2% | i | 17.2 | 1.0% | 1.4% | -5.3% | -1.8% | 13.8 | 25.8 | -0.4 | 71 | 0.2%
Cc1ccc(C(O)P(=O)(Oc2ccccc2)Oc2ccccc2)cc1 (stereo not given) | -2.1% | / | / | / | / | / | 1.4% | / | / | -1.2 | 77 | 0.3%
Cc1ccc(NP(=O)(Oc2ccccc2F)Oc2ccccc2F)cc1 | -8.9% | i | 9.5 | 1.2% | 7.8% | 7.5% | -0.8% | 5.7 | 1.2 | 17.7 | 82 | -1.1%
Cc1ccc(N2C(=O)NC(=O)/C(=C\C=C\c3ccco3)C2=O)cc1 | -9.2% | / | / | 9.0% | 25.0% | -1.3% | -0.2% | / | / | -1.2 | 67 | -0.1%
COC(=O)C1=C(c2cc3ccccc3s2)C[C@@H]2CC[C@H]1N2C(=O)N1CCC(C)CC1 | -7.2% | / | / | / | / | / | 7.8% | / | / | 9.7 | 54 | 0.6%
CC(=NCCCO)c1c(O)[nH]c(=O)[nH]c1=O | / | / | / | 11.4% | 41.9% | -4.8% | 0.8% | / | / | 1.8 | 50 | /
CCN1CCN(c2ccc([N+](=O)[O-])cc2C#N)CC1 | 1.5% | i | 3.1 | -2.9% | -8.7% | -1.1% | -2.5% | -9.8 | 7.1 | 0.0 | 53 | 1.2%
Cc1cc(N=Nc2ccccc2C)ccc1N | -9.9% | / | / | / | / | / | 7.0% | / | / | 12.6 | 60 | 0.4%
COC(=O)c1ccc(N2CCN(C)CC2)c([N+](=O)[O-])c1 | -3.7% | i | 12.6 | 16.7% | 1.6% | 0.9% | 0.3% | 3.2 | -6.1 | -1.4 | 95 | -0.7%
Cc1cccc(OP(=O)(NCc2ccccc2)Oc2cccc(C)c2)c1 | -5.3% | i | 2.3 | 26.8% | 4.6% | 4.1% | 10.1% | 68.6* | 28.3* | 24.1 | 69 | -1.2%[50 µM]
Next part:
SMILES | NS5 inhibitors | Autophagy HCS | Autophagy HCS cell loss 18 h | GPR35 arrestin U2OS | AID2073 | LYP phosphatase | RSV CPE inhibition | WT yeast gro inh | WT yeast gro inh mutant strain | NTR1 agonist | NTR1 agonist cell count 20 µM | K1F lysis inhibition | others
CCOc1cc2c(cc1OCC)-n1cccc1C(c1ccc(C(C)C)cc1)NC2 (stereo not given) | -5.9% | / | / | 22.9% | 2.4% | -4.1% | 0.2% | / | / | 12.7 | 76 | 0.5%
CCOC(=O)c1c(N)n(CCCOC(=O)c2ccco2)c2nc3ccccc3nc12 | 4.7% | i | 44.2 | -7.8% | 24.3% | -15.7% | -1.2% | 6.2 | 12.1 | 0.3 | 60 | -0.3%
CCCNS(=O)(=O)c1ccc(OCC(=O)N2CCN(Cc3ccc4c(c3)OCO4)CC2)c(C)c1 | 5.0% | / | / | / | / | / | 7.9% | / | / | 3.6 | 54 | 0.6%[50 µM]
O=C(c1cc(F)ccc1F)C1CCCN(Cc2cc(Cl)ccc2O)C1 (stereo not given) | -5.0% | / | / | 1.0% | -0.2% | -12.8% | 16.6% | / | / | 2.2 | 60 | 1.2%
CCCC1(CCC)C(=O)NC(=Nc2ccc(C)cc2)NC1=O | / | i | 5.7 | 0.5% | 2.1% | -4.1% | 1.2% | -20.6 | 15.3 | -1.2 | 93 | /
CCC(C)(C)n1nnnc1CN1CCC(n2c(C)nc3cc(C(F)(F)F)ccc32)CC1 | -1.1% | i | -4.9 | 9.1% | 0.9% | -3.6% | 0.3% | -9.3 | -19.6 | 1.4 | 49 | 0.3%
c1ccc(CCNC2CCCCCC2)cc1 | -10.2% | / | / | 10.4% | 6.8% | -4.0% | -2.3% | / | / | -0.6 | 88 | -0.1%
COc1ccn(C)c(=O)c1C#N | 1.4% | i | 19.9 | -7.2% | 44.5% | -8.0% | 0.9% | -5.3 | 2.4 | 0.9 | 91 | 5.1%
Cn1ccnc1P(=S)(c1nccn1C)c1nccn1C | -4.2% | i | -27.2 | 15.9% | -2.3% | -10.9% | 0.8% | 4.2 | -2.8 | 0.1 | 52 | 0.9%
O=C1NC(=O)C(=Cc2ccccc2OCCOc2ccc([N+](=O)[O-])cc2)C(=O)N1 | / | i | 1.0 | -4.8% | 28.8% | 7.0% | / | 21.0 | 25.7 | / | / | /
CC(C)C(=O)c1cn(Cc2ccccc2C#N)c2ccccc12 | -0.5% | i | 18.8 | -6.9% | 9.2% | -2.4% | 6.9% | 10.4 | -5.4 | -0.6 | 35 | 0.0%
O=C(CCS(=O)(=O)c1ccc(Br)cc1)N1CCC2(CC1)OCCO2 | 4.9% | i | -3.6 | -5.0% | -6.5% | -7.4% | 0.7% | 2.0 | -5.0 | 0.1 | 67 | 0.4%
COC(=O)C1=C(c2cccc(OCc3ccccc3)c2)C[C@@H]2CC[C@H]1N2C(=O)NCCc1ccc(F)cc1 | 1.6% | / | / | / | / | / | 3.2% | / | / | 2.5 | 59 | -0.1%
CC1CN=C(NCCc2ccccc2)S1 (stereo not given) | -2.2% | i | -21.6 | 5.2% | -8.0% | -1.1% | 1.1% | 0.6 | -2.7 | 0.1 | 59 | 0.2%
CCN(CC)P(=O)(Oc1ccccc1)Oc1ccccc1 | -2.3% | / | / | 18.4% | 9.6% | -8.2% | / | / | / | 1.0 | 61 | -2.2%
O=C(CCN1CCCCC1)Nc1ccc(Cl)cc1C(=O)c1ccccc1 | -1.0% | / | / | -0.4% | 25.2% | -1.9% | 4.2% | / | / | 0.9 | 50 | -0.1%
O=C(CNC(=O)c1ccc(Cl)cc1)Nc1ccc(Br)cc1C(=O)c1ccccc1 | -0.9% | i | 0.8 | -10.7% | 8.6% | 6.2% | 3.4% | 10.8 | -9.2 | 10.4 | 82 | -0.1%
Cc1ccc(OCCOc2cccc(C=C3C(=O)NC(=O)NC3=O)c2)cc1 | ? | / | / | -1.7% | 10.6% | -3.1% | -0.1% | / | / | 1.0 | 98 | 0.0%
Cc1cnc(NC(=O)CN2CCCCC2)s1 | -4.3% | / | / | 18.7% | 6.8% | -7.2% | -0.4% | / | / | -1.7 | 67 | -1.0%
CC1(C)CC(CCNCc2ccc3c(c2)OCO3)(Cc2ccccc2)CCO1 (stereo not given) | 0.7% | i | -9.7 | 0.8% | -13.2% | -4.3% | -1.9% | 15.6 | 23.1 | 1.6 | 40 | 0.5%

Structural class: the compounds so far containing an aryl thioether with sulfur outside any ring.
SMILES | NS5 inhibitors | Autophagy HCS | Autophagy HCS cell loss 18 h | GPR35 arrestin U2OS | AID2073 | LYP phosphatase | RSV CPE inhibition | WT yeast gro inh | WT yeast gro inh mutant strain | NTR1 agonist | NTR1 agonist cell count 20 µM | K1F lysis inhibition | others
Cc1cccc(NC(=O)CSc2nnc([C@@H](N)Cc3c[nH]c4ccccc34)o2)c1C | -8.2% | i | -4.5 | 3.6% | -2.7% | -7.4% | -0.5% | -14.7 | 0.9 | 2.4 | 86 | 0.3% | NS5 inhibitors pilot replicate=4.5
CCn1ccnc1CN1CCCC(C(=O)c2ccc(SC)cc2)C1 (stereo not given) | -6.2% | i | 17.2 | 1.0% | 1.4% | -5.3% | -1.8% | 13.8 | 25.8 | -0.4 | 71 | 0.2%
